Source: PubChem BioAssay (National Center for Advancing Translational Sciences (NCATS))
GLP1R inv ag: inverse agonists of human GLP-1 receptor; actives 1.6% (n = 410,000); AID 624417; P43220; Potency, µM (top dose mostly 38.3 µM), for inactives: at the top dose activity change, negative = inhibition, usual class: inhibitors; HEK293 GLP-1R CRE-luciferase, luminescence, 24 h; GLP-1R form is constitutively active; note: potency is the fitted concentration of half-maximal effect; % is set by controls: 0 for no effect and ±100 for the full control effect; nearly all actives have a fitted effect of over 55% in size
Target sequence (P43220 whole entry, looked up): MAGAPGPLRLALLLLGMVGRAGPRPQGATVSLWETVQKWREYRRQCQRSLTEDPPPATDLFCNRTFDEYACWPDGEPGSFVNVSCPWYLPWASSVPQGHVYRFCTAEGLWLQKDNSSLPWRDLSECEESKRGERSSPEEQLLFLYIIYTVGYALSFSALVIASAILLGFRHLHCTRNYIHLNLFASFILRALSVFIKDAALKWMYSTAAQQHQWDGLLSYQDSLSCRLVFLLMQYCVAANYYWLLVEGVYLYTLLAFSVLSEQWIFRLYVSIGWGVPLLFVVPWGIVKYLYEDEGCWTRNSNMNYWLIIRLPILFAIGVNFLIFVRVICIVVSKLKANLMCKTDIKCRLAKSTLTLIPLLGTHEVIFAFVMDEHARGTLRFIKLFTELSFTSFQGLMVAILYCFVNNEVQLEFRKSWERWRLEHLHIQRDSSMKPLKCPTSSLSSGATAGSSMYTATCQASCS
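Inverse agonism was detected as reduced cAMP-driven luciferase luminescence after 24 h compound treatment. The cells were HEK293 clones expressing constitutively active human GLP-1R with the reporter. Reporter-only and GPR119 cell lines served as counterscreen controls.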
GLP1R cytotox: cytotoxicity in counter-screen for GLP-1R inverse agonists; Potency, µM (series often up to 38.3 µM), for inactives: at the top dose activity change, negative = inhibition, actives largely listed as inhibitors; HEK293 cAMP-luciferase reporter cells, luminescence, 24 h; actives 0.13% (n = 410,000);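 note: loss of luciferase light is scored as toxicity; potency is the fitted concentration of half-maximal effect; % is set by controls: 0 for no effect and ±100 for the full control effect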
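Quantitative HTS format, 1536 wells, 200 cells/uL seeded. Compounds: 23 nL, 24 h, 37 °C. Detection: luciferase reagent, luminescence at 12 min RT; decreased signal taken as cytotoxic.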
WRN inhibitor: blocks human WRN helicase; Q14191; Potency, µM (series often up to 114 µM), without a hit: at the top dose activity change, negative = inhibition, usual class: inhibitors; AID 651768; actives 0.46% (n = 360,000); WRN helicase unwinding, fluorescent forked duplex, kinetic; note: potency is the fitted concentration of half-maximal effect; % is set by controls: 0 for no effect and ±100 for the full control effect; nearly all actives have a fitted effect of over 55% in size
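Enzyme (20 nM final) and test compound sit together 15 min at room temperature before substrate addition. Substrate is a single-forked duplex oligonucleotide (100 nM) labelled with fluorophore and quencher, with 2 mM ATP; helicase unwinding raises red fluorescence, read kinetically.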
DRD3 antagonist: D3 dopamine receptor (human) antagonism; P35462; D3R cells, DiscoveRx beta-arrestin luminescence, antagonist mode; hits give low values; max response, negative = inhibition, %; actives 2.5% (n = 360,000); in the data active = max response below about -50%; inconclusive = no clear call, values can overlap the other calls; note: % is set by controls: 0 for no effect and ±100 for the full control effect; mostly tested at two doses, the higher about 12 µM
Target sequence (P35462 whole entry, looked up): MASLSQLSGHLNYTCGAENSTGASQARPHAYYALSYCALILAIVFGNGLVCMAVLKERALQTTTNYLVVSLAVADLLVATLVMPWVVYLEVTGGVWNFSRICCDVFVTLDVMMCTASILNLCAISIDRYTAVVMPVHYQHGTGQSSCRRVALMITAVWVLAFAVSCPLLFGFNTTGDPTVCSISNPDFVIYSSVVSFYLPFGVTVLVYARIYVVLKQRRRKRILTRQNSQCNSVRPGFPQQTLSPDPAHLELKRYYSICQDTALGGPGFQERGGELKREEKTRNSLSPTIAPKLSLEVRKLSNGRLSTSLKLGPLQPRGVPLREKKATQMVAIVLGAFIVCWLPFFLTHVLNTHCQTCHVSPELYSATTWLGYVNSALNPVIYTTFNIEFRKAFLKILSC
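Cells plated overnight at 1500 cells/well, then exposed to library compounds with dopamine controls for 90 minutes at 37 degrees C. DiscoveRx reagent added for 30–60 minutes at room temperature; luminescence read, quantitative HTS format.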
D3 ag: activates the human D3 dopamine receptor | AID 652048 | D3R DiscoveRx beta-arrestin cells, luminescence, 90 min | max activation, % | actives 0.58% (n = 410,000) | P35462; in the data active = max activation above about 30%; note: 0% is about no effect; mostly tested at two doses, the higher about 12 µM
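Agonist-mode cell screen: cells plated at 1500/well and incubated overnight at 37 °C, then exposed to library compounds for 90 min at 37 °C. Detection reagent was added for 30–60 min at room temperature, and luminescence was read.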
PLK1 PBD block: inhibitors of human PLK1 polo-box domain binding | P53350 | Plk1 PBD binding of FITC phosphopeptide, fluorescence polarization | Potency, µM, for the others: max response, negative = inhibition, hits mostly inhibitors | actives 2.8% (n = 360,000) | AID 720504; note: potency is the fitted concentration of half-maximal effect; series mostly up to about 57 µM; % is set by controls: 0 for no effect and ±100 for the full control effect; nearly all actives have a fitted effect of over 65% in size
PI5P4K alpha inh: PI5P4K alpha (human) kinase inhibition; max response, %; PI5P4Kalpha enzyme, ADP-Glo luminescence, 60 min; hits give low values; actives 1.2% (n = 330,000); P48426; active = max response of -50% or lower; inconclusive = between -30% and -50%; inactive = -30% or higher; note: value at the top dose of about 77 µM; % is set by controls: 0 for no effect and ±100 for the full control effect
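qHTS, 1536-well: enzyme/substrate mix, compound by pin tool, 5 microM ATP final; RT 60 min; ADP-Glo reagents 1 (45 min) then 2 (30 min); luminescence.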
IL2 activator: IL-2 activation; IL-2 activation reporter assay, cell-based qHTS; stimulated with anti-CD3/CD4/CD28 beads; in transgenic mouse T cells; activation, % (series mostly up to about 46 µM); actives 0.065% (n = 360,000); AID 652025; in the data active = activation above about 50%; inconclusive = mostly about 30% to 49%; note: 0% is about no effect
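Readout: EGFP and DsRed signals by fluorescent plate cytometry. Unstimulated transgenic mouse T cells received compound 60 min before antibody-bead stimulation, then incubated 18 h at 37 degrees C.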
GLP-1R agonist: agonists of human GLP-1 receptor | HEK293 GLP-1R CRE-luciferase, luminescence, 4-6 h; cells express a hypersensitive GLP-1R form | actives 0.007% (n = 380,000) | AID 624172 | Potency, µM (series often up to 45.6 µM), inactives show top-dose activation, usual class: activators; note: potency is the fitted concentration of half-maximal effect; % of control where 0% means no effect
* = called active by the depositor; u = inconclusive; x = no result given; & = joins results of further samples; [ ] = remark or other dose. Unless noted, calls come from the whole dose curve; as a rule, active = well fitted curve in the direction sought with a large enough effect; inconclusive = small, poorly fitted or top-dose-only effect, or another doubt; inactive = no such curve, though single readings can be large; an effect the other way counts as inactive or inconclusive. Outcome played no part in choosing rows; overall some 7.8% were active at least once.

molecule	PI5P4K alpha inh	GLP1R inv ag	WRN inhibitor	DRD3 antagonist	GLP1R cytotox	D3 ag	IL2 activator	GLP-1R agonist	PLK1 PBD block
O=C(NCc1ccccc1)c1cccc(Br)n1	-4	10%	-2%[11.6 µM]	-10	12%	19	0.5	6%	-29%
COc1ccc(OCc2nnc(SCC(=O)Nc3cccc(Cl)c3)o2)cc1	9	-2%	-3%	-13	1%	9	-0.3	10%	-11%
COc1ccc(C2=[N+](C)CCn3cccc32)c(OC)c1	-15	0%	-30%	12	-26%	-11	-1.7	6%	-21%
O=C(CSCc1ccc(Cl)cc1)N1CCOCC1	4	1%	5%	-4	-7%	0	2.3	1%	5%
O=c1nc(-c2ccccc2)nc(-c2ccccc2)[nH]1	1	13%	7%	-11	11%	8	-1.5	11%	-12%
O=C(Cc1cccc(NC(=O)C2CCCN(C(=O)C3CCCCC3)C2)c1)Nc1ccc(C(=O)N2CCOCC2)cc1 (stereo not given)	-1	0%	-6%	-30	1%	-15	1.5	-1%	-9%
O=C(/C=C/c1cccs1)Nc1sc2c(c1C(=O)O)CCCC2	u	-17%	6%	-27	u	-24	-3.1	-3%	-13%
Cc1cc(N=Cc2cc(Cl)ccc2O)no1	x	0%	-15%	59	25%	1	-0.9	3%	-12%
O=C(Nc1ccccc1)OC[C@@H]1C=CS(=O)(=O)N1Cc1ccc(Br)cc1	14	u	-10%	10	-12%	1	1.1	-5%	-1%
CC(C)NC(=O)NC(=O)CSc1nnc(COc2ccccc2Cl)o1	-6	3%	2%	14	-12%	2	-0.2	11%	1%
Cn1c(=O)n(CC(=O)NCC2CCCO2)c(=O)c2c3c(sc21)CCCC3 (stereo not given)	7	9%	-8%	2	3%	-8	1.7	1%	-5%
COc1ccc(S(=O)(=O)N(C)C[C@H]2Oc3ccc(NS(=O)(=O)c4ccc(F)cc4)cc3C(=O)N([C@H](C)CO)C[C@@H]2C)cc1	-1	0%	-7%	0	-22%	6	-3.5	6%	-4%
CSCCC(C(=O)Nc1c(C)cccc1C)n1c(-c2ccc(-c3ccccc3)cc2)nc2ccccc21 (stereo not given)	-1	-20%	-3%	1	5%	0	-0.5	x	3%
O=C(NC(c1ccc(F)cc1)c1cnccn1)C1CCN(CCOc2ccc(Cl)cc2Cl)CC1 (stereo not given)	3	u	2%	-71*	u	-9	-0.7	-2%	-9%
C/C(=N\Nc1nc(C)cc(-c2ccccc2)n1)c1ccc(F)cc1	3	u	-11%	-5	u	1	0.8	-2%	-11%
COc1ccccc1N1CCN(C2CCCCC2NS(=O)(=O)c2ccccc2)CC1 (stereo not given)	2	10µM*	0%	-15	0%	-18	0.6	-5%	-3%
Cc1cc(Cl)ccc1NC(=O)c1ccc2c(c1)OCO2	1	-21%	-25%	-17	0%	-7	-0.5	2%	-11%
O=c1c2ccccc2nnn1CCN1CCOCC1	-2	15%	5%	-14	0%	-1	-1.4	4%	-26%
Nc1nonc1C(=O)N/N=C/c1cc2c(cc1Br)OCO2	1	-1%	1%	-15	10%	-3	-0.3	-4%	-11%
CC(C)OC(=O)CSc1nnc(-c2cccnc2)n1N	-6	0%	-13%[57.1 µM]	-11	5%	7	-1.2	-15%	-1%
Cc1ccc(S(=O)(=O)NCC(=O)OCC(=O)c2ccc(S(=O)(=O)N3CCCCC3)cc2)cc1C	-30	7%	-1%	-26	-7%	-11	4.7	-7%	-10%
Cc1ccc(S(=O)(=O)NC(Cc2ccccc2)C(=O)NN)cc1 (stereo not given)	-9	2%	-28%	-16	16%	2	1.0	-5%	-11%
O=C(COC(=O)CNC(=O)c1ccccc1)Nc1ccc(S(=O)(=O)N2CCCC2)cc1	2	1%	1%	8	-2%	26	1.0	6%	-3%
Cc1cc(C)nc(N2CCN(c3ncnc4c3cnn4Cc3ccc(Cl)cc3Cl)CC2)n1	-3	5%	2%	26	-2%	0	1.1	-13%	-1%
CCOC(=O)Cc1csc(SCC(=O)Nc2cc(Cl)ccc2Oc2ccccc2)n1	9	10µM*	-24%[57.1 µM]	-2	26%	3	-1.8	-2%	2%
CCOC(=O)C(CC)n1nc(C)n2c(cc3sccc32)c1=O (stereo not given)	-1	9%	-9%	17	4%	-2	-0.6	6%	-3%
Cn1c(=NC(=O)CCS(=O)(=O)c2ccccc2)sc2cc(F)ccc21	-18	12%	3%	0	-1%	7	-4.5	15%	-12%
Oc1ccc(/C=N\Nc2nncc(-c3ccccc3)n2)cc1	-18	73%[activator]	-10%	-8	-28%	-2	0.2	17%	-12%
CC(OC(=O)/C=C/c1cccs1)C(=O)NC1CCCCC1C (stereo not given)	8	u	4%	-1	-7%	2	-2.1	4%	1%
Cn1c(=O)c2c(ncn2CC(=O)N/N=C/C=C/c2ccccc2[N+](=O)[O-])n(C)c1=O	4	17%	-11%	11	2%	-3	0.7	4%	-16%
CCC(C)NC(=O)CCC(=O)NNc1nc2ccccc2c2nc(C)nn12 (stereo not given)	4	9%&3%	-13%	22	2%&2%	-19&1	-1.3	0%&-1%	1%
CSCCC(NC(=O)c1ccc(Cl)cc1Cl)C(=O)NCc1ccccn1 (stereo not given)	-9	22%	-5%	11	5%	1	-1.0	17%	2%
C=CCN1c2ccccc2[C@]23C[C@@H](C(=O)OC)N(C(=O)NCCC)C2=NC(C(=O)OC)=C(C(=O)OC)[C@H]13	5	3%	3%	-10	9%	-18	-0.1	-3%	-13%
Cc1ccc(C(OCC(O)CN2CCCCC2)c2ccccc2)cc1 (stereo not given)	3	u	2%	-6	-17%	-13	-2.1	0%	3%
CC(=O)c1ccc(NC(=O)CCc2c(C)nn(-c3ccc(N4CCOCC4)nn3)c2C)cc1	-8	11%&10%	3%	29	-6%&6%	-1&-1	-5.4	9%	21µM*
COc1ccc(C(=O)O/N=C(/c2cccs2)C(C)(C)C)cc1	17	-28%	-5%	13	-5%	2	0.2	4%	-2%
CSc1ccccc1C(=O)OCC(=O)NC1CC1	-3	4%	-5%	21	-6%	0	-2.3	-5%	-5%
CCOc1ccc(-n2ccn3c(CC(C)CC(=O)O)nnc3c2=O)cc1 (stereo not given)	x	7%	x	x	1%	2	x	1%	x
CCC1(c2ccc(Cl)cc2)NC(=O)N(CC(=O)N2CCN(C(=O)c3ccco3)CC2)C1=O (stereo not given)	-8	1%	-4%	0	-4%	-3	1.3	-1%	1%
Cn1c(OCc2cccnc2)nc2c1c(=O)n(Cc1ccc(Br)cc1)c(=O)n2C	0	-2%	6%	-4	-19%	9	-1.4	-7%	0%
COCC(C)NC(=O)c1cc(S(=O)(=O)N2CCCCC2)ccc1N1CCOCC1 (stereo not given)	8	14%	-15%	-1	-6%	2	-1.9	1%	1%
CCOC(=O)c1sc2ncn(/N=C/c3cccnc3)c(=O)c2c1C	-3	38%[activator]	11%	35	-9%	2	1.0	4%	0%
Cc1onc(-c2ccccc2Cl)c1C(=O)NCc1ccc(N2CCCC2=O)cc1	1	-12%	-2%	u	0%	-11	0.7	0%	-8%
CC(C(=O)N1CCN(Cc2ccccc2)CC1)c1ccc([N+](=O)[O-])cc1 (stereo not given)	-3	-6%	1%	-14	4%	-3	-4.0	-5%	-16%
O=[N+]([O-])c1cccnc1N1CCC(c2cc(-c3ccc(Cl)cc3Cl)n[nH]2)CC1	13	5µM*	2%	u	-22%	-1	-0.3	-1%	11µM*
O=C(NCCc1ccccc1)c1coc(=O)c(Br)c1	-4	u	-2%	-22	5µM*	8	-0.6	-2%	-4%
Cc1ccc(N2CCN(C(C(=O)Nc3c(C)cccc3C)c3ccccc3OC(F)(F)F)CC2)cc1 (stereo not given)	8	u	-4%	-4	2%	2	-0.8	x	-10%
COc1cc(CN2CCN(Cc3ccc(C)cc3)CC2)c([N+](=O)[O-])cc1OC	0	u	0%	-21	-4%	-11	-1.7	17%	-4%
CCOC(=O)c1sc(N/N=C/c2ccc(N(C)C)cc2)nc1C	3	21%	5%	2	12%	10	2.0	-5%	-4%
CCOc1ccc(-n2c(SCC(=O)NCc3ccco3)nc3ccccc3c2=O)cc1	-10	u	5%	-4	-9%	3	-3.9	21%	-4%
CCOC(=O)c1oc2nc(C)c3c(c2c1N)CC(C)(C)OC3	u	4%	4%	-21	-12%	0	-0.8	-1%	12µM*
O=C(c1cccc(C(F)(F)F)c1)N1CCC(O)(CS(=O)(=O)Cc2ccccc2Cl)CC1	x	-7%	13%	-12	2%	1	0.2	-9%	0%
Cn1c(=O)n(C)c2cc([N+](=O)[O-])c(N3CCN(C(=O)c4ccccc4Cl)CC3)cc21	x	85%[activator]	-3%	-11	u	3	-0.5	16%	-1%
Oc1csc(Cc2nc(-c3ccc4ccccc4c3)cs2)n1	-23	u	-30%	-10	-22%	1	-2.2	-2%	-7%
CSCCC(NS(=O)(=O)c1ccccc1F)C(=O)N1CCCCCC1 (stereo not given)	-1	8%	-2%	1	18%	-3	-1.4	4%	-5%
Cc1nc2ccc(S(=O)(=O)N(C)CC(=O)NCc3ccc4c(c3)OCO4)cc2s1	0	-12%	1%	-15	3%	-6	0.6	23%	-11%
COc1ccccc1/C=C/C(=O)NC1CC2CCC1C2 (stereo not given)	2	-17%	7%	-1	-19%	-5	0.1	3%	7%
Cc1ccc(C(=O)Nc2ncccc2O)cc1S(=O)(=O)N1CCCCC1	-3	-16%	-14%	9	-3%	-5	-4.0	2%	-11%
